Screening results deposited in PubChem BioAssay by Broad Institute.
ERAP1 HTS inh – human ERAP1 aminopeptidase inhibitors, primary screen, biochemical, single point, plate reader | Endoplasmic reticulum aminopeptidase 1 (Homo sapiens), Q9NZ08 | recombinant ERAP1, Leu-AMC fluorescence, 60 min | inhibition, % at 10.7 µM | 340,000 tested, 0.15% active;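 active = mean replicate inhibition of at least 30%, or all replicates individually reaching that 30% level; inactive = mean below 30% and not every replicate reaching it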;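 note: 0% = neutral control wells and 100% = L-leucinethiol positive control wells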
Target sequence (Q9NZ08 whole entry, looked up): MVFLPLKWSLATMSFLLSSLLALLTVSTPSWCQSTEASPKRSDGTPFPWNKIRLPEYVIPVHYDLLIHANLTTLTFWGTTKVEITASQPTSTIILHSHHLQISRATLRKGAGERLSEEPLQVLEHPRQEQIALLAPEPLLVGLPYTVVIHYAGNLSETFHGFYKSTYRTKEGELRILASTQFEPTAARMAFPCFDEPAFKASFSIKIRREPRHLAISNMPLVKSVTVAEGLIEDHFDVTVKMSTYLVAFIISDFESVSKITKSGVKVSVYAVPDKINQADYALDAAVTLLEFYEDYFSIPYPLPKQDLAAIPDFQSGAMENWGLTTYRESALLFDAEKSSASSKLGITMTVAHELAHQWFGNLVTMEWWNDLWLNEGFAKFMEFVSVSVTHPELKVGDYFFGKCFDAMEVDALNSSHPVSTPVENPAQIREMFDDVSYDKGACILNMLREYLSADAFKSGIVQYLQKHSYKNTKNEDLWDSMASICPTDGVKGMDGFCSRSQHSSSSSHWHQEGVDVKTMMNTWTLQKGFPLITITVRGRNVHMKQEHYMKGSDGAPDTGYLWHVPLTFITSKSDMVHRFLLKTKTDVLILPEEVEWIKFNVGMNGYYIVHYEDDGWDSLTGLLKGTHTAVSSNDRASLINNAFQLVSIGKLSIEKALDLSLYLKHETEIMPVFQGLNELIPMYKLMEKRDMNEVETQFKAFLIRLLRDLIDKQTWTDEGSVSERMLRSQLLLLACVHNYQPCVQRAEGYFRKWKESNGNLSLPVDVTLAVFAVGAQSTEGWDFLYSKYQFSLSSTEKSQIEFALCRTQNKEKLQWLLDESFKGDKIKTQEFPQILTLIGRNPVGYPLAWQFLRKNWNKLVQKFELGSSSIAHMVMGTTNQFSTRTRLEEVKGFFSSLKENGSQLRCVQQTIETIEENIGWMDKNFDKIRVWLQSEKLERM
FN deposit inh – inhibitors of fibronectin matrix deposition, primary screen, AH1F cells, Alexa488-fibronectin fluorescence, plate reader. AH1F fibroblasts, overnight. inhibition, % at 12.6 µM. 350,000 tested, 0.086% active;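 active = mean inhibition across replicates of 30% or more, regardless of how many single replicates reach that level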;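 note: positive control wells lacked labelled fibronectin entirely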
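Schedule: 1 h cell adhesion before compound, then overnight fibronectin incubation; test system: AH1F fibroblast monolayer depositing Alexa488-labelled fibronectin into matrix; quantity: 10000 AH1F cells per well; probe or stimulus: fluorescent fibronectin at 24 nM final; signal: fluorescence, ex 485 nm, em 525 nm; evaluation: percent inhibition as loss of matrix-bound fibronectin fluorescence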
LGR2 inh – inhibitors of bursicon-induced LGR2 CRE-luciferase signal, primary screen, cell-based, HEK293, CRE-luciferase reporter, bursicon stimulation; Drosophila bursicon receptor LGR2 (rickets); bursicon-stimulated, 4 h; inhibition, % at 9.99 µM; 380,000 tested, 0.35% active;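 active = drop in luminescence signal, shown as inhibition above about 50% in the replicate tests, limit read from the data, passing the limit was not always enough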;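 note: agonist challenge used bursicon conditioned medium at about half maximal strength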
PglD DTNB – C. jejuni PglD acetyltransferase inhibitors, primary screen, biochemical, DTNB colorimetric, single point; UDP-N-acetylbacillosamine N-acetyltransferase PglD (Campylobacter jejuni); purified PglD enzyme, DTNB colorimetric CoA detection; inhibition, % at 12.5 µM; 360,000 tested, 0.098% active; AID 602405, 2012; in the data active = inhibition above about 16%, passing the limit was not always enough; note: strong numbers were not always called active
S100A4 MyoIIA – inhibitors of S100A4-myosin IIA peptide binding, primary screen, biochemical, fluorescence polarization, TAMRA-MyoIIA peptide. Protein S100-A4 (Homo sapiens), P26447. inhibition, % at 10.7 µM. 360,000 tested, 0.14% active;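 active = mean inhibition of at least 70% across replicates, with every replicate also reaching that level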
Target sequence (P26447 whole entry, looked up): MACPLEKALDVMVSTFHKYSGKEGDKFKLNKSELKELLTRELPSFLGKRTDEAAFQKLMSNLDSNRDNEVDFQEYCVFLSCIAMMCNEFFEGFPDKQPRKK
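assay system = human S100A4 monomer with TAMRA-labelled myosin IIA peptide | also added = labelled myosin peptide probe, 5 nM | incubation = 5 min between mix addition and reading | control set = DMSO and TFP controls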
EWS-Fli inh – EWS/Fli-driven NR0B1 reporter inhibitors, primary screen, A673 cells, NR0B1 luciferase, luminescence, MLPCN library; inhibition, % at 12.6 µM; viability-normalised; 350,000 tested, 0.67% active;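 active = mean inhibition of at least 50% after viability correction, with every replicate also passing that limit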;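 note: firefly luciferase signal divided by Alamar Blue viability fluorescence both relative to DMSO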
PAX8 reporter – inhibitors of PAX8-driven TPO luciferase reporter, primary screen, RMG-I cells, single concentration. SteadyGlo, 24 h. inhibition, % at 12.6 µM. 360,000 tested, 1.2% active. AID 652154, 2013;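 active = mean replicate inhibition at least 60% with every replicate also reaching 60%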;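 note: luciferase light reporting Pax8 driven TPO promoter activity; plate controls were median of neutral control wells for no effect and mitoxantrone controls for full effect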
PGC1a acetyl inh – inhibitors of PGC1a acetylation signal, primary screen, cell-based, U2OS, AlphaScreen, inhibitor mode | AlphaScreen anti-acetyl-lysine; with virally co-expressed GCN5 acetyltransferase | inhibition, % at 15.6 µM | 350,000 tested, 0.17% active;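 active = every replicate shows inhibition of at least 40%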;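 note: 0% = neutral control wells and 100% = positive control wells; some results beyond the cut were filed as inactive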
Starred values were filed as active, the others as inactive; nt = not tested or not shown; & = joins results of further samples.

SMILES | ERAP1 HTS inh | FN deposit inh | LGR2 inh | PglD DTNB | S100A4 MyoIIA | EWS-Fli inh | PAX8 reporter | PGC1a acetyl inh
COc1ccc(-n2c(CN3CCN(C)CC3)nc3ccc([N+](=O)[O-])cc3c2=O)c(OC)c1 | -3.2 | -3.0 | 7.6 | -2.6 | -5.2 | 15.9 | 19.7 | 3.4
COc1ccc(CSCC(=O)N/N=C/c2ccc(OCC(=O)N3CCCCC3)cc2)cc1 | 3.6 | nt | -8.5 | -2.2 | 1.5 | -2.5 | nt | -6.7
O=C(Nc1ccncc1)Nc1ccncc1 | -6.5 | -3.2 | 4.7 | nt | -3.0 | 17.6 | -2.5 | 7.3
CCOc1ccc(S(=O)(=O)N2CCC(C(=O)NCc3ccccn3)CC2)cc1Cl | -0.5 | 0.4 | 1.6 | -4.6 | 6.7 | 16.8 | -1.7 | -0.8
NC(=O)CSc1nnc(-c2ccc([N+](=O)[O-])cc2)o1 | -0.5 | nt | -7.9 | nt | -1.2 | -13.8 | 2.4 | nt
COc1ccccc1-c1ccc(C2[C@@H]3CN(S(=O)(=O)c4ccccc4OC)C[C@H]2N3)cc1 (stereo partly specified) | -2.2&-0.6 | -4.5&1.7 | -10.7&-3.2 | nt | 6.5&4.5 | -10.4&-8.3 | -24.5&7.5 | 10.5&-10.8
O=C(c1cnccn1)N1CC(=O)N2[C@@H](CO)[C@H](c3ccc(C#CCC4CCCC4)cc3)[C@@H]2C1 | 3.5 | nt | 0.6 | nt | 14.5 | -3.0 | -10.2 | -5.0
C[C@H]1CN([C@@H](C)CO)C(=O)c2cc(NC(=O)Nc3ccc(F)cc3)ccc2O[C@H]1CN(C)C(=O)NC1CCCCC1 | -1.3 | nt | 5.7 | 0.2 | -13.3 | -6.0 | 10.7 | 7.6
CN(Cc1ccccc1)S(=O)(=O)c1ccc(Cl)c(C(=O)N2CCC(C(N)=O)CC2)c1 | -0.6 | 3.5 | -1.6 | -4.6 | -2.8 | -1.3 | -10.8 | -9.0
COC(=O)c1ccc2c(=O)n(CC3CCCO3)c(SCC(=O)Nc3ccc(OC)cc3OC)nc2c1 (stereo unspecified) | -1.6 | -13.0 | 2.0 | nt | 0.0 | 7.5 | -3.3 | 7.7
[N-]=[N+]=CC(=O)CCCN1C(=O)c2ccccc2C1=O | nt | -7.2 | nt | -1.6 | nt | nt | 11.0 | 11.7
COc1ccc2nc(N3C(=O)CNC3=S)sc2c1 | -0.4 | -6.7 | -20.0 | -0.2 | -1.8 | -46.0 | -81.5 | 10.2
Cc1cc(C)cc(OCC(O)CN2CCN(Cc3ccc4c(c3)OCO4)CC2)c1 (stereo unspecified) | -0.9 | 3.2 | 16.9 | nt | -7.2 | 8.1 | 28.6 | 13.9
NC1=NC(c2cccc(Cl)c2)N(CCc2ccc(F)cc2)C(N)=N1 (stereo unspecified) | 3.5 | -2.9 | 10.2 | -1.3 | 12.4 | 13.8 | -21.0 | 1.2
c1csc(C2=NNC(=NC3CCCCC3)SC2)c1 | 6.1 | 5.7 | -140.9 | 0.5 | 3.8 | -32.3 | -116.7 | 4.3
O=[N+]([O-])c1cc(C(F)(F)F)ccc1NC1CCN(Cc2ccccc2)C1 (stereo unspecified) | -1.4 | -3.2 | -5.0 | -6.0 | -2.2 | nt | 0.7 | 1.9
CC(=O)Nc1cccc(N2CCCC2=O)c1 | 0.7 | nt | -4.0 | nt | 7.0 | 5.8 | nt | 6.4
Cc1cc(C)c(NS(=O)(=O)c2ccc(NC(=O)CCC(=O)O)cc2)c(C)c1 | 2.1 | 4.5 | 6.0 | nt | 3.4 | -1.4 | 0.0 | -2.3
COc1cc(/C=C2/C(=O)NN(c3cccc(Cl)c3)C2=O)cc(OC)c1O | 2.3 | 2.6 | 6.2 | -0.5 | -10.6 | 17.9 | 12.3 | 9.0
C[C@@H]1CN([C@H](C)CO)C(=O)c2cc(NS(=O)(=O)c3cn(C)cn3)ccc2O[C@@H]1CN(C)C(=O)Nc1ccc(C(F)(F)F)cc1 | 0.7 | -7.2 | 12.3 | -3.1 | 17.9 | 2.9 | nt | -3.6

3 compounds out of the list, sorted by formula weight, lowest first.
SMILES | ERAP1 HTS inh | FN deposit inh | LGR2 inh | PglD DTNB | S100A4 MyoIIA | EWS-Fli inh | PAX8 reporter | PGC1a acetyl inh
c1csc(C2=NNC(=NC3CCCCC3)SC2)c1 | 6.1 | 5.7 | -140.9 | 0.5 | 3.8 | -32.3 | -116.7 | 4.3
O=[N+]([O-])c1cc(C(F)(F)F)ccc1NC1CCN(Cc2ccccc2)C1 (stereo unspecified) | -1.4 | -3.2 | -5.0 | -6.0 | -2.2 | nt | 0.7 | 1.9
COc1ccccc1-c1ccc(C2[C@@H]3CN(S(=O)(=O)c4ccccc4OC)C[C@H]2N3)cc1 (stereo partly specified) | -2.2&-0.6 | -4.5&1.7 | -10.7&-3.2 | nt | 6.5&4.5 | -10.4&-8.3 | -24.5&7.5 | 10.5&-10.8

Following part.
SMILES | ERAP1 HTS inh | FN deposit inh | LGR2 inh | PglD DTNB | S100A4 MyoIIA | EWS-Fli inh | PAX8 reporter | PGC1a acetyl inh
COc1ccc(S(=O)(=O)N2C[C@@H](O)COC[C@@H]3O[C@@H](CC(=O)NCc4ccc(Cl)c(Cl)c4)CC[C@H]32)cc1 | -0.2 | 8.0 | -3.3 | -1.9 | 17.5 | 6.3 | 25.2 | -10.0
CC(C)Oc1ccc(C2CCC(=O)NC2=O)cc1 (stereo unspecified) | 1.6 | 6.8 | -4.6 | nt | -1.7 | -1.4 | 1.4 | nt
Cc1cc(C(C#N)c2ccccc2F)n2ncnc2n1 (stereo unspecified) | 3.4 | -12.3 | nt | 3.1 | -0.6 | -13.9 | 12.2 | 4.7
Cc1noc(C)c1S(=O)(=O)N(C)C[C@H]1OCCCC[C@@H](C)Oc2ccc(NC(=O)CCC(F)(F)F)cc2C(=O)N([C@@H](C)CO)C[C@@H]1C | nt | 3.6 | -3.1 | -5.2 | nt | -7.2 | -3.1 | -5.3
CC(C)(C)c1ccc(C(=O)N/C(=C\c2cccc([N+](=O)[O-])c2)C(=O)Nc2cccc(C(=O)O)c2)cc1 | 1.7 | -2.2 | -1.4 | 36.4* | -2.2 | -5.6 | -56.1 | 9.2
O=C(CN1CCOCC1)N1CC(=O)N2[C@H](CO)[C@@H](c3ccc(-c4ccccc4)cc3)[C@H]2C1 | 2.5 | nt | 14.0 | nt | 10.4 | nt | nt | 4.3
Cc1ccc(C)c(S(=O)(=O)N2CCCC2CNC(=O)C(=O)NC2CC2)c1 (stereo unspecified) | -4.0 | 3.5 | 0.1 | -1.5 | -8.4 | -1.1 | 2.4 | 0.7
C[C@@H]1CN([C@@H](C)CO)C(=O)Cc2cc(N(C)C)ccc2O[C@H]1CN(C)S(=O)(=O)c1cccs1 | nt | -8.5 | 10.0 | 1.4 | 24.5 | -2.8 | -9.0 | -3.8
COc1cccc(-c2ncc3ccccc3c2COC(=O)c2ccc(C(C)(C)C)cc2)c1 | 0.5 | -5.2 | -3.8 | -9.3 | 16.3 | -6.1 | -2.1 | -26.2
CCCc1nc(SCc2ccc(OCC)cc2)n[nH]1 | -0.1 | 0.4 | -2.6 | 4.3 | -57.0 | -17.5 | -16.1 | 9.4
Cc1ccc(-c2nnn(CC(=O)N(CC(=O)NCc3ccccc3)c3cccc(C)c3C)n2)o1 | nt | -9.1 | 8.3 | 1.8 | nt | nt | nt | -8.2
C[C@H]1CN([C@@H](C)CO)C(=O)c2cc(NS(=O)(=O)c3cn(C)cn3)ccc2O[C@H]1CN(C)C(=O)Nc1cccc2ccccc12 | 4.0 | 5.7 | 7.4 | 1.2 | -10.8 | 2.7 | nt | -5.9
CCN(CC)c1ccc(NC(=O)COc2ccc(N(C)S(=O)(=O)c3cccs3)cc2)cc1 | -3.6 | -3.4 | nt | -0.3 | -0.5 | 0.9 | 17.6 | nt
CCCC(=O)Nc1cccc(NC(=O)Cc2ccc(Cl)cc2)c1 | 1.4 | nt | -10.4 | -5.0 | -3.5 | -9.6 | 3.3 | nt
O=c1cc(O)nc(-c2ccccc2)s1 | 0.5 | 4.8 | -12.3 | nt | 1.2 | 4.5 | -5.5 | -0.3
CC(=O)N1CCc2cc(Br)cc(S(=O)(=O)N3CCN(c4ccccn4)CC3)c21 | nt | 6.5 | nt | -1.3 | nt | nt | 15.4 | 4.5
CCCCNC(=O)CNC(=S)N(Cc1ccccc1F)C1CCCCC1 | -4.7 | -10.6 | 2.8 | -4.0 | 0.7 | -2.1 | -16.6 | -14.9
C[C@H](CO)N1C[C@H](C)[C@H](CN(C)CC2CC2)Oc2ccc(NC(=O)CCCCCC(=O)Nc3ccccc3N)cc2C1=O | 0.3 | nt | nt | 1.4 | -10.1 | 16.6 | 14.5 | -6.2
C[C@@H]1CCCCO[C@@H](CN(C)S(=O)(=O)c2cn(C)cn2)[C@@H](C)CN([C@@H](C)CO)C(=O)c2cc(NC(=O)Cc3ccccc3)ccc2O1 | nt | nt | 16.9 | 1.2 | nt | -76.4 | -11.6 | 14.7
O=C(/C=C/c1ccc(Br)o1)OCc1nc2ccsc2c(=O)[nH]1 | 4.2 | nt | 15.1 | 6.6 | 13.1 | nt | nt | -14.8
Cn1nc(C(F)(F)F)cc1-c1ccc(/C=C(\C#N)C(=O)c2ccccc2)s1 | nt | 1.1 | -1.9 | 1.8 | 3.2 | -39.3 | -5.9 | nt
C=CCN1CCN(C(CCC)c2nnnn2Cc2ccco2)CC1 (stereo unspecified) | 1.5 | 5.8 | 8.4 | nt | -6.8 | 2.4 | -17.9 | nt
O=C(COC(=O)/C=C/c1ccccc1)Nc1nnc(-c2ccccc2)o1 | 2.6 | 9.8 | 3.0 | 4.8 | -3.5 | 4.7 | -7.5 | -2.0
Cc1ccc(S(=O)(=O)N(C)C[C@@H]2OCc3cn(nn3)CCCC(=O)N([C@@H](C)CO)C[C@@H]2C)cc1 | -1.6 | 4.4 | 5.7 | -1.5 | -59.8 | 2.8 | nt | 5.7
CC(=O)N[C@@H]1CC[C@H](CC(=O)NCc2ccc(Cl)cc2)O[C@@H]1CO | -6.3 | nt | 14.3 | 2.1 | 6.5 | -2.6 | 5.8 | 32.6
O=C(NCC[C@@H]1CC[C@H](NC(=O)C2CCCCC2)[C@H](CO)O1)Nc1ccc(Cl)cc1 | -1.2 | -0.1 | -33.5 | 6.7 | 11.5 | -11.5 | -3.1 | -11.5
COc1ccc(Cc2nnc(NCCO)[nH]c2=O)cc1 | 1.1 | -3.4 | 6.4 | 1.0 | 1.5 | -3.6 | -10.9 | 7.8
CC(=O)c1cccc(N/C=C\c2nnnn2-c2ccc(F)cc2)c1 | nt | 1.6 | -13.6 | -5.5 | nt | nt | 8.9 | 13.4
Cc1ccc(OCCCCn2ccnc2C)c(C)c1 | -1.7 | -8.8 | -6.7 | -0.5 | -17.1 | 11.3 | 0.7 | -17.1
O=C(NC1CCS(=O)(=O)C1)/C(=C/c1ccc(Cl)cc1)NC(=O)c1ccccc1 (stereo unspecified) | -3.2 | -1.1 | -1.4 | 75.9* | -1.9 | 8.7 | 6.1 | -6.5
COc1ccc(-c2cn(CC[C@H]3CC[C@@H](NC(=O)NC(C)C)[C@@H](CO)O3)nn2)cc1 | 2.2 | 1.3 | -5.9 | 1.1 | 5.0 | -7.7 | 0.4 | -10.9
